aDG glyco act: alpha-DG glycosylation activation. Pro5-aDG cells, alpha-DG glycosylation AlphaScreen (IIH6); 0% Pro5, 100% B10-LARGE cell signal. activation, % at 10 µM. 360,000 compounds, 0.22% hits;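 active means activation of at least 8% versus controls, or a plate z-score of at least 8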;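 further: Pro5 are CHO cells carrying HIG-tagged alpha-DG that lacks glycosylation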
ABCB6 inh MLPCN: blocks the human ABCB6 transporter; AID 602162; 360,000 compounds, 0.19% hits; Q9NP58; K562-ABCB6 porphyrin accumulation, flow cytometry, 1 h; hits give low values; fluorescence ratio to DMSO, % at 10 µM;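 active means fluorescence ratio to DMSO below 75%, the collection mean minus 3 SD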;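 further: signal is porphyrin accumulated inside mitochondria; 100% equals median channel fluorescence of DMSO control wells; lower ratio means ABCB6 inhibition with less porphyrin fluorescence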
Cardio protect: protects H9c2 cardiomyocytes from peroxide injury; protection from H2O2 cell death, % at 20 µM; AID 588492; 360,000 compounds, 0.63% hits; H2O2 injury protection, ATPLite, 2 h;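 active means compounds giving at least 50% protection of heart cells from peroxide-induced death in the single-dose screen, raw or plate-pattern-corrected value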;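 further: 0% = DMSO wells with peroxide and 100% = DMSO wells without peroxide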
PDI inh: inhibitors of human protein disulfide isomerase; 350,000 compounds, 0.052% hits; P07237; inhibition, % at 10 µM; PDI insulin aggregation turbidity, A650, 90 min;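 active means mean inhibition across replicates of 30% or more, whatever share of single replicates reach that level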;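 further: absorbance from insulin aggregation driven by PDI reduction with DTT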
Target sequence (P07237 whole entry, looked up): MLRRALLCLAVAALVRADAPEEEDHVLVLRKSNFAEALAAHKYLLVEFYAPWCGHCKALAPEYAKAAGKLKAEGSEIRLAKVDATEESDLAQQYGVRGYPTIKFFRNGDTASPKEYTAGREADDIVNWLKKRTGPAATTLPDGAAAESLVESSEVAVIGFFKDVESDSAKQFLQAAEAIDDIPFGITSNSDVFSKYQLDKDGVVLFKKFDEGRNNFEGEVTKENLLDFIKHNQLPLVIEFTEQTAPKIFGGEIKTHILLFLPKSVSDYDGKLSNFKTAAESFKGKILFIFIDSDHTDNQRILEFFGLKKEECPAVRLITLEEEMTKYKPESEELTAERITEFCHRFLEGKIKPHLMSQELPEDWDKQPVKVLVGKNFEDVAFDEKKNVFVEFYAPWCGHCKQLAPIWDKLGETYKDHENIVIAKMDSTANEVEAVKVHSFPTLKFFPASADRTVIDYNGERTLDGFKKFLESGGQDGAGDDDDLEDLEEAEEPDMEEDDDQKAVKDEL
HTR2A ag: mouse HTR2A agonism via beta-arrestin recruitment. 360,000 compounds, 0.66% hits. activation, % at 7.6 µM. AID 624169. P35363. CHO-K1 mHTR2A beta-arrestin complementation, luminescence; percent of 30 µM serotonin response;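 active means activation above a run cutoff, the mean activation of all tested compounds plus 3 SD, cut at about 14% in these data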;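 further: 0% = plate median of compound wells and 100% = 30 µM serotonin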
Target sequence (P35363 whole entry, looked up): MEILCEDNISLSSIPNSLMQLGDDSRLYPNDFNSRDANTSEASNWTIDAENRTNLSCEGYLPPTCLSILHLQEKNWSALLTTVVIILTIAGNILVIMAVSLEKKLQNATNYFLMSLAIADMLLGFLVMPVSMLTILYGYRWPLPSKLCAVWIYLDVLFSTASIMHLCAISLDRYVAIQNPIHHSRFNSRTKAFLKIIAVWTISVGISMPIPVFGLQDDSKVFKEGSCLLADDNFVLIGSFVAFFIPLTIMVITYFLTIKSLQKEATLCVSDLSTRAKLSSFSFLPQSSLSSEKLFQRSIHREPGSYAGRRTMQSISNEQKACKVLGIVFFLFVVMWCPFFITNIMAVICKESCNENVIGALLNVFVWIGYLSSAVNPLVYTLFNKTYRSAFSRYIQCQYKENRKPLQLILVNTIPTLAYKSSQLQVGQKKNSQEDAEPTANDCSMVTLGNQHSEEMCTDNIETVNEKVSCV
Vif inh: blocks HIV Vif function; HEK293T cells, Vif self-association by quenched fluorescence, imaging, 24 h; inhibition, % at 7.49 µM; 340,000 compounds, 0.35% hits; AID 602346; in the data active means inhibition above about 50%, passing the limit was not always enough; further: some results filed as inactive read as strong as hits
MC4R antag cAMP: human MC4R antagonism in cAMP assay. AID 540295. MC4R-expressing cells, MTII-stimulated cAMP, LANCE TR-FRET. P32245. 360,000 compounds, 0.48% hits. inhibition, % at 6.5 µM;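 active means inhibition above its plate's cutoff, the mean of tested wells on that plate plus 3 SD, cut at about 29% in these data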;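 further: 0% = Melanotan II alone and 100% = Melanotan II plus saturating MCL0020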
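Assay system: human MC4R-expressing U2OS cells; reagent: Melanotan II stimulation of cells; dosing: 6.5 µM single dose; timing: compound 30 min, challenge 1 h, detection 1 h; signal: TR-FRET cAMP assay; replicates: one well per compound, no replicates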
Glyco luc inh: N-linked glycosylation inhibition | D54 ERlucT glycosylation luciferase reporter, 24 h; percent of 100 nM tunicamycin response | reporter increase, % at 12.5 µM | 360,000 compounds, 0.23% hits | AID 588692;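 active means mean luciferase reporter signal, scaled so untreated is 0 and the glycosylation-blocking control 100, at or above a set limit in every replicate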;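 further: luciferase carries N-glycosylation sites so blocking glycosylation raises the light; 0% = median of neutral control wells and 100% = median of 100 nM tunicamycin wells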
CaV13 FRET inh: Primary screen for inhibitors of IQ motif and Ca2+-dependent inactivation inhibitor domain binding in CACNA1D, Förster resonance energy transfer in living cells, …. AID 743397. 340,000 compounds, 0.098% hits. inhibition, % at 12.3 µM. HEK cells, CFP/YFP FRET ICDI-IQ, plate reader, 10 min; percent FRET-ratio fall versus neutral wells;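 active means mean replicate inhibition of at least 30% and at least 1% of replicates passing that level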;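 further: 0% = median of the neutral control wells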
MC4R barr agon: agonists of human melanocortin 4 receptor (MC4R) beta-arrestin. P32245. U2OS MC4R beta-arrestin complementation, luminescence; percent of melanotan II response, DMSO zero. activation, % at 8.9 µM. 360,000 compounds, 0.98% hits;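 active means activation above a per-plate cutoff, the mean activation of sample wells on that plate plus 3 SD, cut at about 8% in these data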
Starred values were filed as active, the others as inactive; · = no result given.

1	CCN1CCN(CCNC(=O)c2ccc3c(c2)NC(=O)/C(=C\c2cccc(Cl)c2)S3)CC1
2	Cc1cc(Br)cn2c(Cc3ccccc3)c(-c3cccc(Cl)c3)nc12
3	Cc1ccc(CS(=O)(=O)CCC(=O)NCc2ccc(F)cc2)cc1
4	Cc1ccc(NC(=S)NCCO)c(C)c1
5	COc1ccc(-c2cc(CS(=O)(=O)c3ccccc3)on2)cc1
6	CCNc1nc(NCC)n2c(SCC(=O)Nc3ccc(CC)cc3)nnc2n1

Compound,1,2,3,4,5,6
aDG glyco act,-0.2,0.3,0.1,0.3,-0.7,0.2
ABCB6 inh MLPCN,95,117,99,99,101,96
Cardio protect,-29,·,3,-11,-3,-2
PDI inh,-4,·,-11,1,3,-16
HTR2A ag,-2,6,-8,3,5,-4
Vif inh,·,·,-8,1,-7,-12
MC4R antag cAMP,-1,·,-1,28,17,3
Glyco luc inh,-4,·,1,1,-3,4
CaV13 FRET inh,·,-8,-3,0,-6,·
MC4R barr agon,-0.1,·,-2.4,-0.7,-0.6,-2.3

7	COc1ccc2occ(C(=O)c3coc4ccc(O)c(CN(C)C)c34)c2c1
8	Cc1cccc(NC(=O)Nc2nnc([C@H]3C[C@H](O)[C@@H](CO)O3)s2)c1
9	C=CCSc1ncc(C(=O)OCC)c(N)n1
10	c1ccc2c(c1)oc1c(N3CCN(Cc4ccc5c(c4)OCO5)CC3)ncnc12
11	N#Cc1ccc(C(=O)Nc2ccc(N3CCN(C(=O)c4ccco4)CC3)cc2)c(F)c1
12	O=C(CN1C(=O)CSc2ccccc21)Nc1ccccc1C(=O)N1CCOCC1

Compound,7,8,9,10,11,12
aDG glyco act,9.1*,-0.2,0.8,1.1,-0.1,-0.1
ABCB6 inh MLPCN,88,96,100,89,93,162
Cardio protect,61*,1,0,-16,6,10
PDI inh,2,-3,-4,7,4,-3
HTR2A ag,2,5,4,0,3,0
Vif inh,-2,10,-5,-5,-1,-1
MC4R antag cAMP,-1,-9,-8,4,9,7
Glyco luc inh,2,-1,0,-2,-8,4
CaV13 FRET inh,-8,-9,-2,-4,-4,-4
MC4R barr agon,1.8,-1.4,2.5,2.1,0.7,0.1

13	CC(=O)N1C[C@@H](CO)[C@@H](N(C)C(=O)C2CCCCC2)C[C@H]1c1ccccc1
14	CN(C)Cc1c(O)ccc2ccccc12
15	O=C(NCc1nc2ccccc2[nH]1)C1=C[C@H](c2ccccc2)C[C@H](OCCCCO)O1
16	CCOc1ccc(-n2c(SCC(N)=O)nc3c(c2=O)SCC3)cc1
17	CSc1sc(C(=O)O)c2c1C(=O)CCC2
18	COc1ccc(-c2coc3cc(O)cc(O)c3c2=O)cc1OC

Compound,13,14,15,16,17,18
aDG glyco act,-0.2,0.1,0.0,-0.3,-0.1,0.2
ABCB6 inh MLPCN,95,95,100,100,97,100
Cardio protect,6,-9,3,1,12,-4
PDI inh,·,1,1,-13,7,5
HTR2A ag,-1,-2,-4,1,-6,-2
Vif inh,3,2,-4,·,-13,-3
MC4R antag cAMP,·,25,12,-1,9,-25
Glyco luc inh,0,-1,-1,·,3,3
CaV13 FRET inh,-6,-4,-13,·,-1,-13
MC4R barr agon,·,1.8,-0.1,-0.8,-2.6,-1.2

19	C=CCN(c1ccccc1)S(=O)(=O)c1cc2c(cc1C)N(C)CCO2
20	CN(CC(=O)Nc1ccccc1C(F)(F)F)C(=O)c1cc([N+](=O)[O-])ccc1N1CCOCC1
21	CCCCOC(=O)c1ccc(OC(=O)c2cccnc2)cc1
22	Cc1ccc(O)c(NC2=C(Cl)C(=O)N(Cc3ccccc3)C2=O)c1
23	O=C(O)c1ccc(C=NN=C2c3ccccc3-c3ccccc32)cc1
24	CC(C)Oc1ccc(OCCCN2CCCCCC2)cc1

Compound,19,20,21,22,23,24
aDG glyco act,0.2,-0.1,-0.1,0.4,-0.1,5.2*
ABCB6 inh MLPCN,98,96,101,74*,92,92
Cardio protect,8,-4,-4,-7,-3,9
PDI inh,·,-16,-2,7,-4,-10
HTR2A ag,5,9,-3,1,0,-6
Vif inh,5,0,11,5,-2,·
MC4R antag cAMP,-2,2,0,2,11,4
Glyco luc inh,-3,-1,0,1,1,-3
CaV13 FRET inh,10,·,-9,-5,-6,-4
MC4R barr agon,0.4,-1.1,-3.4,8.7*,-1.8,-0.1

25	Cc1cccc(C(=O)Nc2ccc(O)cc2C(=O)O)c1
26	Cc1nn(C)cc1/C=N\NC(=O)c1csc2c1CCCC2
27	COc1ccc(C2=Nc3ccccc3NC(=O)C2N(CCc2ccccc2)C(=O)c2cccs2)cc1 (stereo not drawn)
28	CC1=NN(c2ccc(F)cc2)C(=O)C1C(c1cccc(O)c1)c1c(C)[nH]n(-c2ccc(F)cc2)c1=O (stereo not drawn)
29	CCc1noc(C)c1C(=O)N(CC)CC(=O)Nc1ccccc1C(F)(F)F
30	CCC1=NN(C(=O)Cc2ccc(OC)c(OC)c2)C(O)(C(F)(F)F)C1 (stereo not drawn)

Compound,25,26,27,28,29,30
aDG glyco act,0.3,-0.2,0.0,-0.3,0.3,0.1
ABCB6 inh MLPCN,102,97,91,91,96,107
Cardio protect,4,-2,-2,1,-2,3
PDI inh,3,6,·,-3,-9,-3
HTR2A ag,1,-1,-6,-4,-1,0
Vif inh,-4,-5,·,-1,10,1
MC4R antag cAMP,25,8,·,2,7,11
Glyco luc inh,0,1,0,3,0,1
CaV13 FRET inh,-1,·,-5,-1,-3,-10
MC4R barr agon,-2.5,-2.0,·,-0.9,2.4,0.3

31	CSc1ccc(OC2(C)CCN(Cc3ccccc3)C2)cc1 (stereo not drawn)
32	Cn1c2c(c(=O)c3ccccc31)CCC(C)(C)O2
33	COc1ccccc1C(=O)NC(CCSC)C(=O)N1CCC(Cc2ccccc2)CC1 (stereo not drawn)
34	O=C1C2CC3N1CCC31c3ccccc3-n3c1c2ccc3=O (stereo not drawn)
35	O=c1oc2ccccc2cc1-c1nnc(NCc2ccco2)s1
36	CCOc1ccc(S(=O)(=O)/N=C(/Nc2ccc(OC)cc2)c2ccccc2)cc1

Compound,31,32,33,34,35,36
aDG glyco act,-0.3,0.0,0.0,0.5,1.8,0.1
ABCB6 inh MLPCN,89,100,89,95,100,99
Cardio protect,-11,3,0,14,-2,-7
PDI inh,1,4,2,-9,1,1
HTR2A ag,4,-1,-8,3,-4,-8
Vif inh,-2,-2,-14,-5,3,-14
MC4R antag cAMP,1,6,-2,2,-12,10
Glyco luc inh,-1,2,-3,-6,-6,-3
CaV13 FRET inh,-6,-5,-5,-6,-14,-5
MC4R barr agon,0.8,-3.1,-1.5,-0.6,-2.0,-3.0

37	O=C(NCc1ccccn1)c1cc(-c2ccccc2Cl)nc2ccccc12
38	CCOc1ccc(NS(=O)(=O)c2cc(OC)ccc2OC)cc1
39	O=C(/C=C/c1cccs1)N1CCN(c2ccc(O)cc2)CC1
40	CC(NC(=S)NC1CCCCC1)C(c1ccccc1)N1CCOCC1 (stereo not drawn)
41	COc1ccc(CN2C(=O)CC(Cc3cc(C)cc(C)c3)C2=O)cc1OC (stereo not drawn)
42	COc1cccc(C(=O)Oc2ccc3ccc(=O)oc3c2)c1

Compound,37,38,39,40,41,42
aDG glyco act,0.1,0.2,1.9,-0.3,-0.2,0.1
ABCB6 inh MLPCN,100,98,101,102,98,101
Cardio protect,12,-8,2,-3,3,2
PDI inh,-5,5,-1,-2,-5,4
HTR2A ag,-1,-1,-5,-2,-2,2
Vif inh,-9,8,9,-1,-3,2
MC4R antag cAMP,10,-5,-13,1,1,7
Glyco luc inh,-1,0,-1,0,-2,4
CaV13 FRET inh,-5,-9,-5,-2,-3,-5
MC4R barr agon,-3.2,1.5,-1.2,-2.7,-2.7,-0.5

43	Cc1cc(C)n(C(=O)CNc2cccc(Cl)c2C)n1
44	CC(=O)Nc1cc(C(F)(F)F)ccc1OCC1CCCO1 (stereo not drawn)
45	Cc1ccnc(NC(=O)c2ccc(NC(=O)c3ccco3)cc2)c1
46	CC1(C)CC(=O)C2=C(C1)N(CC1CCCO1)C(=O)C2(O)C(F)(F)F (stereo not drawn)
47	COc1ccc(NC(=O)CSc2c3c(nc4ccccc24)CCC3)c(OC)c1
48	CN1C(=O)c2ccc(NC(=O)c3cccc(N4C(=O)CCC4=O)c3)cc2C1=O

Compound,43,44,45,46,47,48
aDG glyco act,-0.1,0.3,-0.2,0.0,0.6,-0.1
ABCB6 inh MLPCN,94,104,95,104,88,92
Cardio protect,-3,-7,2,-2,5,-8
PDI inh,-2,3,3,-6,-6,-1
HTR2A ag,5,-1,-3,-3,-3,2
Vif inh,11,-5,-6,33,-12,-6
MC4R antag cAMP,3,-1,3,-5,16,-11
Glyco luc inh,0,2,-1,1,0,2
CaV13 FRET inh,-1,-4,0,-5,-3,-5
MC4R barr agon,6.0,0.1,-0.3,-1.2,-2.8,2.3

49	COc1ccc(CCNC(=O)Cn2nnc(C(=O)Nc3cc(C)ccc3C)c2N)cc1OC
50	CCC(C)NC(=O)CNC(=O)c1nn(-c2ccc(OC)cc2)c(=O)c2ccccc12 (stereo not drawn)
51	COc1ccccc1CNC(=O)CN(C)S(=O)(=O)c1ccc2c(c1)n(C)c(=O)c(=O)n2C
52	COc1ccc(S(=O)(=O)N(CC(=O)O)Cc2ccccc2)cc1OC
53	CCCCC/C=C/C1=CC(=O)C[C@H](c2ccc(OC)cc2)C1
54	CCOC(=O)c1c(C)[nH]c(C(=O)N2CCCC(C(=O)c3cccc(OC)c3)C2)c1C (stereo not drawn)
55	O=C(NC1CCCCC1)c1cc2nc3c(c(C(F)(F)F)n2n1)CCCC3
56	Cc1ccccc1C(=O)Nc1cccc(-c2ccc3nncn3n2)c1
57	CCCn1c(SCC(=O)Nc2ccc3c(c2)OCCO3)n[nH]c1=O

Compound,49,50,51,52,53,54,55,56,57
aDG glyco act,0.2,-0.1,-0.2,0.1,0.0,-0.2,0.1,0.2,-0.3
ABCB6 inh MLPCN,95,91,103,95,95,116,100,96,97
Cardio protect,-1,19,7,0,1,2,2,1,4
PDI inh,4,2,3,6,-3,4,-6,-1,7
HTR2A ag,-1,-4,-6,5,-1,-1,4,0,-2
Vif inh,-15,7,-3,3,35,-4,·,0,13
MC4R antag cAMP,18,-1,0,3,1,1,17,9,3
Glyco luc inh,1,-1,1,0,-3,1,1,1,3
CaV13 FRET inh,-4,-4,-7,-6,-2,-5,-6,-6,-16
MC4R barr agon,-2.1,-2.2,-2.8,-0.6,-0.5,1.2,2.1,-2.1,-2.8

A few values from the results shown.
MC4R antag cAMP result of `COc1ccccc1C(=O)NC(CCSC)C(=O)N1CCC(Cc2ccccc2)CC1` (stereo not drawn) stands at -2
ABCB6 inh MLPCN result of `Cn1c2c(c(=O)c3ccccc31)CCC(C)(C)O2` stands at 100
PDI inh result of `Cc1ccnc(NC(=O)c2ccc(NC(=O)c3ccco3)cc2)c1` stands at 3

High-throughput results from PubChem.
